PI4K2A inh: inhibitors of human PI4K2A; activity change, negative = inhibition, % at 76.9 µM; actives 0.13% (n = 420,000); Q9BTU6; AID 1346378; purified PI4K2A, ADP-Glo luminescence, 1 h; hits give low values; in the data active = activity change below about -50%;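 note: -100% = wells without enzyme as full effect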
Target sequence (Q9BTU6 whole entry, looked up): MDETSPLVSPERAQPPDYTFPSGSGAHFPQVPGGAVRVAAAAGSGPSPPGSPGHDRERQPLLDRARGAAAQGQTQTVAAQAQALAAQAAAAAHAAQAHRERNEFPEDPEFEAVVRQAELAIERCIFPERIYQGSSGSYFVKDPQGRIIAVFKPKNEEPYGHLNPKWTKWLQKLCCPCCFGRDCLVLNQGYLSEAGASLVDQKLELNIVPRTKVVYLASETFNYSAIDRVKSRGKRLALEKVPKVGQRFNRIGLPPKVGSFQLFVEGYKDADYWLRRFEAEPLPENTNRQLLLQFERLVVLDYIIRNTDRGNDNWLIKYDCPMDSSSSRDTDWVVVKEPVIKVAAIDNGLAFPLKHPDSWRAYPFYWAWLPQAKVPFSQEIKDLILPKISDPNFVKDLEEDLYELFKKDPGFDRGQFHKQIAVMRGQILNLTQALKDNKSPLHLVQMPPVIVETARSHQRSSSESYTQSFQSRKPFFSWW
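Compounds are screened against recombinant PI4K2A using PI as substrate and ATP, the latter dispensed at 300 microM. Reactions run one hour at ambient temperature before ADP-Glo detection; full inhibition defined by wells lacking enzyme.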
GLS inhibitor: inhibitors of human glutaminase (GLS); O94925; GLS enzymatic activity, qHTS titration; Potency, µM (doses to about 45.5 µM), inactives show at the top dose activity change, negative = inhibition, most hits filed as inhibitors; actives 0.21% (n = 410,000); active = well fitted inhibition curve with a large enough effect; note: potency is the fitted concentration of half-maximal effect
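hKGA in 45 mM KH2PO4 (pH 8.2), 0.02% Tween-20 with compound, then 1mM L-Glutamine (stock as added) plus glutamate oxidase/HRP/Amplex red coupling mix. Fluorescence read initially and after 30 min at RT; signal change reflects glutamate formation.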
* = called active by the depositor; [ ] = dose if it differs, or a comment. Unless noted, % is set by controls: 0 for no effect and ±100 for the full control effect.

`Cc1nc2c(OCC(=O)c3ccc(F)cc3)cccn2c1N(C)Cc1cccs1` gave PI4K2A inh -5.1 and GLS inhibitor 12.9%.
Screening CC(=O)NCCNc1nc2cc(-c3ccsc3)sc2c(=O)n1C returned PI4K2A inh -5.4 and GLS inhibitor 1.9%.
For O=C1C(CCc2ccccc2)ON=C(c2cnccn2)N1Cc1ccc(F)cc1 (stereo not drawn) the results were PI4K2A inh 1.8 and GLS inhibitor 0.3%.
`O=C1Nc2ccccc2N(C(=O)c2ccc3ccccc3c2)C1c1nc2ccccc2[nH]1` (stereo not drawn) gave PI4K2A inh 8.3 and GLS inhibitor -9.2%.
`O=S1(=O)CC(N2CCC(c3ccccc3)CC2)CN1Cc1ccc(F)cc1` (stereo not drawn) gave PI4K2A inh 0.6 and GLS inhibitor 0.0%.
For CCc1nc2ccc(C(=O)NCCCn3ccnc3)cn2c1N(C)CCC(C)C the results were PI4K2A inh -1.8 and GLS inhibitor 31.0%[activator].
CCCCN1CC(N2CCCCC2)CS1(=O)=O (stereo not drawn) was read as PI4K2A inh -1.2 and GLS inhibitor 1.9%.
Screening Cn1cc(-c2csc(C(C)(O)c3cccnc3)n2)cn1 (stereo not drawn) returned PI4K2A inh -0.6 and GLS inhibitor -1.7%.
Screening O=[N+]([O-])c1ccc2c(c1)CO[C@@]21O[C@H](CCO)C[C@H](O)[C@H]1O returned PI4K2A inh -0.5 and GLS inhibitor 7.9%.
CN1CCC(N(Cc2cccs2)c2ccccc2)CC1 was read as PI4K2A inh -2.2 and GLS inhibitor 13.0%.
`CCC(=O)N1CCC1(C)C(=O)Nc1ccc(OC)c(OC)c1` (stereo not drawn) gave PI4K2A inh -4.5 and GLS inhibitor -1.9%.
`C(=C\c1ccccc1)/CN1CCN(C(c2ccnc3ccccc23)c2nnnn2C2CCCCC2)CC1` (stereo not drawn) gave PI4K2A inh 3.9 and GLS inhibitor -4.9%.
For COc1ccccc1-c1cc2c(c3c1ccn3C)C1CCC2C1 (stereo not drawn) the results were PI4K2A inh -7.2 and GLS inhibitor -0.2%.
CCNC(=O)C1CCCN(C(=O)c2ccc3c(c2)OCO3)CC1 (stereo not drawn) was read as PI4K2A inh 0.2 and GLS inhibitor -4.7%.
`CN1CCN(c2ccc3c(c2)OC[C@@H](Cc2ccccc2)NS3(=O)=O)CC1` gave PI4K2A inh -0.7 and GLS inhibitor 19.1%.
CCc1nc2ccc(C(=O)NCCN3CCNC3=O)cn2c1N(CC)CCOC was read as PI4K2A inh 4.6 and GLS inhibitor 24.8%.
For Oc1ccc(C[C@H]2CN([C@@H](Cc3ccc(O)cc3)CN3CCC[C@@H]3CN3C(=S)NC[C@@H]3Cc3ccccc3)C(=S)N2CCc2ccccc2)cc1 the results were PI4K2A inh 2.1 and GLS inhibitor 14.9%.
Screening COc1cccc(CNC(=O)[C@@H]2CCCN2)c1 returned PI4K2A inh 6.9 and GLS inhibitor -0.8%.
CC(=O)NC(C)(c1ccccc1)c1nc(-c2cccc(F)c2)cs1 (stereo not drawn) was read as PI4K2A inh 2.7 and GLS inhibitor 3.6%.
`COc1ccc(OC)c(NC(=O)Nc2nc(C(N)CCc3ccccc3)cs2)c1` (stereo not drawn) gave PI4K2A inh 10.1 and GLS inhibitor 4.2%.
CC(=O)Nc1ccc(NC(=O)C2Cc3c(-c4ccco4)ccnc3O2)cc1 (stereo not drawn) was read as PI4K2A inh 4.7 and GLS inhibitor 4.5%.
`CCNC(=O)C1(C)CCCN(C(=O)c2sc(-c3ccccc3)nc2C)C1` (stereo not drawn) gave PI4K2A inh -4.9 and GLS inhibitor 8.4%.
`OC[C@@H]1CN(Cc2cccs2)C[C@H](n2cnc3c(Nc4ccccc4)ncnc32)O1` gave PI4K2A inh -2.3 and GLS inhibitor -10.9%.
`COc1ccc(-c2oc3c(c2C(=O)OCCCO)C(OCCCCCO)CCC3)cc1` (stereo not drawn) gave PI4K2A inh 1.0 and GLS inhibitor 8.1%.
For CCCS(=O)(=O)NC(=O)C1(C)CCCN(C(=O)c2cc(F)cc(F)c2)C1 (stereo not drawn) the results were PI4K2A inh -0.1 and GLS inhibitor 2.3%.
OC(c1ccc(Cl)c(F)c1)c1ncc(-c2ccc(Cl)cc2)[nH]1 (stereo not drawn) was read as PI4K2A inh -0.2 and GLS inhibitor -3.5%.
c1ccc2c(-c3ccc4nncn4c3)cncc2c1 was read as PI4K2A inh -2.9 and GLS inhibitor 2.2%.
Screening COC(=O)c1cc(=O)nc(NNC(C)=O)s1 returned PI4K2A inh -7.3 and GLS inhibitor 29.6%.
`CC(C)c1ccc(CN2CCC2(C)C(=O)Nc2cnc3ccccc3c2)cc1` (stereo not drawn) gave PI4K2A inh -0.7 and GLS inhibitor 1.9%.
CCc1nc2ccc(C(=O)NCCCN3CCCC3=O)cn2c1N(CC)CCN(C)C was read as PI4K2A inh -1.6 and GLS inhibitor 54.1%[activator].
`CC(=O)Nc1cc(-c2ccc(C(=O)N3CCOCC3)cc2)cn2c(-c3cccc(C(C)=O)c3)cnc12` gave PI4K2A inh 0.1 and GLS inhibitor -5.3%.
`CC(=O)Nc1c([N+](=O)[O-])cc2c3c(cccc13)CC2` gave PI4K2A inh -0.7 and GLS inhibitor -3.2%.
Screening COC(=O)c1cnc(Nc2nc(C(N)Cc3ccccc3)cs2)nc1C(F)(F)F (stereo not drawn) returned PI4K2A inh -12.3 and GLS inhibitor -0.8%.
For COc1cc2cc(OC(C)=O)c3cc4c(cc3c2c(OC)c1OC)OCO4 the results were PI4K2A inh 0.6 and GLS inhibitor -28.5%.
CC1=C(C(=O)N2CCCCCC2)CC(CC(=O)NCCCCc2ccccc2)C(=O)N1Cc1ccccc1 (stereo not drawn) was read as PI4K2A inh 1.1 and GLS inhibitor 1.7%.
`O=C(Nc1ccccc1)c1cc(C2CCCCN2C(=O)OCCF)on1` (stereo not drawn) gave PI4K2A inh -9.4 and GLS inhibitor 5.5%.
Screening COc1ccc(Nc2c(-c3ccc(F)cc3)nc3nc(C)cc(C)n23)cc1 returned PI4K2A inh 0.5 and GLS inhibitor 19.9%.
For S=c1[nH]nc2ccc3ccccc3n12 the results were PI4K2A inh -4.5 and GLS inhibitor 5.8%.
`CCC1OC(C)Cc2[nH][nH]c(=O)c21` (stereo not drawn) gave PI4K2A inh -12.0 and GLS inhibitor 29.3%.
For O=C(Nc1cc(C(F)(F)F)cc(C(F)(F)F)c1)[C@H]1O[C@@H](n2ccc(=O)[nH]c2=O)[C@H](O)[C@@H]1O the results were PI4K2A inh 2.3 and GLS inhibitor 9.5%.
Screening O=S1(=O)CC(N2CCC(Cc3ccccc3)CC2)CN1C1CCCC1 (stereo not drawn) returned PI4K2A inh -2.3 and GLS inhibitor 6.3%.
CCCNC(=O)C1(C)CCCN(Cc2ccc(-c3ccccc3)cc2)C1 (stereo not drawn) was read as PI4K2A inh -2.6 and GLS inhibitor -4.7%.
Screening CC(C)(C)CNC(=O)C1(C)CCN1C(=O)Cc1ccc(C(C)(C)C)cc1 (stereo not drawn) returned PI4K2A inh 0.4 and GLS inhibitor 5.8%.
CC(O)(c1cccc(F)c1)c1nc(-c2csc3ccccc23)cs1 (stereo not drawn) was read as PI4K2A inh 0.8 and GLS inhibitor -6.9%.
Screening O=C(O)c1cccc(-c2csc(C(O)c3ccccc3)n2)c1 (stereo not drawn) returned PI4K2A inh 4.7 and GLS inhibitor 7.1%.
For CC(C)CNC(=O)C1(C)CCCN1C(=O)Cc1cccc2ccccc12 (stereo not drawn) the results were PI4K2A inh -1.0 and GLS inhibitor 3.5%.
For CCNC(=O)C1CCCN(C(=O)c2ccccc2OC(F)(F)F)CC1 (stereo not drawn) the results were PI4K2A inh -2.7 and GLS inhibitor 1.7%.
Screening Cc1ccc(CNc2nc3cc(-c4ccccc4C)sc3c(=O)n2C)c(C)c1 returned PI4K2A inh -5.9 and GLS inhibitor -1.4%.
Screening CCc1nc2ccc(C(=O)NCCNC(C)=O)cn2c1N(CC)CCOC returned PI4K2A inh -3.5 and GLS inhibitor 19.1%.
`Cc1ccc(Cc2c(-c3ccc(F)cc3)nc3ccc(Br)cn23)cc1` gave PI4K2A inh -4.5 and GLS inhibitor 12.3%.
`COc1ccc(S(=O)(=O)N2CCC3CC2c2c(-c4ccc(C(F)(F)F)cc4)cccc23)cc1` (stereo not drawn) gave PI4K2A inh 0.2 and GLS inhibitor -1.3%.
COc1ccc(-c2coc3c(C(=O)Nc4cccc(C(C)=O)c4)cccc23)c(C)c1 was read as PI4K2A inh -5.1 and GLS inhibitor -1.4%.
`CCCNC(=O)C1(C)CCCN(C(=O)Cc2ccc3ccccc3c2)C1` (stereo not drawn) gave PI4K2A inh -3.8 and GLS inhibitor -0.9%.
For O=C(N[C@H](CO)c1ccccc1)[C@H]1O[C@@H](n2ccc(=O)[nH]c2=O)[C@H](O)[C@@H]1O the results were PI4K2A inh -11.8 and GLS inhibitor -2.5%.
CC(C)(C)c1ccc(SC2=C[C@@]3(O)CC[C@@H](O)[C@@](Sc4ccc(C(C)(C)C)cc4)(C2=O)[C@H]3O)cc1 was read as PI4K2A inh -2.3 and GLS inhibitor -9.5%.
`CCCS(=O)(=O)NC(=O)C1(C)CCN(C(=O)c2ccccc2OC(C)=O)C1` (stereo not drawn) gave PI4K2A inh 3.3 and GLS inhibitor 7.3%.
Screening CC(=O)Nc1cc(-c2ccncc2)cn2c(-c3ccccc3)cnc12 returned PI4K2A inh -4.1 and GLS inhibitor 5.8%.
Screening COCCNC(=O)C1(C)CCCN(C(=O)c2ccc3c(c2)CCO3)C1 (stereo not drawn) returned PI4K2A inh 0.5 and GLS inhibitor -9.8%.
CN1CCC(N2CCN(C3CN(C4CCCC4)S(=O)(=O)C3)CC2)CC1 (stereo not drawn) was read as PI4K2A inh -2.2 and GLS inhibitor 1.4%.
Screening CCc1nc2c(OCC(=O)c3ccc(Cl)cc3Cl)cccn2c1N(C)C(=O)c1cccs1 returned PI4K2A inh -5.1 and GLS inhibitor 3.5%.
`CC(C)Nc1ncnc2c1ncn2[C@H]1CN(Cc2cccs2)C[C@@H](CO)O1` gave PI4K2A inh 1.3 and GLS inhibitor -5.6%.

By substructure, the compounds so far containing a thiophene ring, fused or not
`Cc1nc2c(OCC(=O)c3ccc(F)cc3)cccn2c1N(C)Cc1cccs1` gave PI4K2A inh -5.1 and GLS inhibitor 12.9%.
Screening CC(=O)NCCNc1nc2cc(-c3ccsc3)sc2c(=O)n1C returned PI4K2A inh -5.4 and GLS inhibitor 1.9%.
CN1CCC(N(Cc2cccs2)c2ccccc2)CC1 was read as PI4K2A inh -2.2 and GLS inhibitor 13.0%.
`OC[C@@H]1CN(Cc2cccs2)C[C@H](n2cnc3c(Nc4ccccc4)ncnc32)O1` gave PI4K2A inh -2.3 and GLS inhibitor -10.9%.
CC(O)(c1cccc(F)c1)c1nc(-c2csc3ccccc23)cs1 (stereo not drawn) was read as PI4K2A inh 0.8 and GLS inhibitor -6.9%.
Screening Cc1ccc(CNc2nc3cc(-c4ccccc4C)sc3c(=O)n2C)c(C)c1 returned PI4K2A inh -5.9 and GLS inhibitor -1.4%.
Screening CCc1nc2c(OCC(=O)c3ccc(Cl)cc3Cl)cccn2c1N(C)C(=O)c1cccs1 returned PI4K2A inh -5.1 and GLS inhibitor 3.5%.
`CC(C)Nc1ncnc2c1ncn2[C@H]1CN(Cc2cccs2)C[C@@H](CO)O1` gave PI4K2A inh 1.3 and GLS inhibitor -5.6%.

A portion of the library, so the mix of outcomes need not match the whole.
